# S3 lipid droplet: qHTS Assay for Lipid Storage Modulators in Drosophila S3 Cells | 0.64% of 320,000 active | Potency in µM for hits, for the others lipid storage change, negative = inhibition, % at the top dose, mostly 46.1 µM | Drosophila S3 cells, BODIPY lipid droplet fluorescence, 18-24 h; cells fed with added oleic acid; active = well fitted inhibition curve with a large enough effect in the signal ratio, with a control signal flat, not every such curve was filed as active; inconclusive = small, poorly fitted or top-dose-only effect, or effect the other way, or a change in a side signal; the % refers to the signal ratio
#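 Laser-scanning cytometry quantifies lipid droplet accumulation (500–530 nm total intensity; droplet/cell object ratio) in oleic acid-fed (400 uM added) Drosophila S3 cells treated with a concentration series. 20 uM Triacsin C defined 100% inhibition.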
# S3 lipid droplet cell count max: recorded beside S3 lipid droplet, whose call it bears; cell number change, %; measured here: cell count max response;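 cells counted by Cell Tracker Red CMTPX staining in the red channel; peak over a dose series mostly up to 46.1 µM; percent activity relative to internal control wells on each plate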
# An asterisk follows results filed as active; i = inactive; u = inconclusive; x = not tested or not shown; [ ] = remark or other dose. % is set by controls: 0 for no effect and ±100 for the full control effect; potency is the fitted concentration of half-maximal effect. Not all compounds are listed; rates above refer to the full screens.
# Each structure is followed by: S3 lipid droplet | S3 lipid droplet cell count max
- Cc1ccccc1C(=O)/C=C1/c2ccccc2CC(C)(C)N1C
→ -3% | -1
- CCc1ccc(CCC(=O)Nc2nnc(CC)s2)o1
→ u | x
- CCn1nccc1C(=O)Nc1cccc(C)c1C
→ u | x
- Cc1cccc(-c2nc3ccc(C(=O)NCCN4CCN(C)CC4)cc3nc2-c2cccc(C)c2)c1
→ u | x
- OCC1C2c3ccccc3C(c3ccccc32)C1CO (stereo not given)
→ -8% | 1
- Cc1ccc(N/N=C2\CS(=O)(=O)N(C)c3ccsc32)cc1
→ u | x
- C=CCc1cc(S(=O)(=O)c2ccc(O)c(CC=C)c2)ccc1O
→ u | x
- CC(NC(=O)CN1C(=O)NC2(CCc3ccccc32)C1=O)c1ccc2c(c1)OCCO2 (stereo not given)
→ u | x
- COc1cccc(/C=N/NC(=O)CNC(=O)c2cccnc2)c1O
→ 2% | 2
- COc1ccc(C)cc1NC(=O)CN1CCN(S(=O)(=O)c2ccc(F)cc2)CC1
→ 8% | 4
- COc1cc(/C=C2\S/C(=N/S(=O)(=O)c3ccc(C)cc3)NC2=O)c([N+](=O)[O-])cc1OC
→ 9% | -2
- C#CCn1ccc(O)c(Cc2c(F)cccc2Cl)c1=O
→ u | x
- CC(C)(C)NC(=O)NC(=O)Cn1cc(C(F)(F)F)ccc1=O
→ u | x
- CCN(CC)Cc1c(O)ccc2c(=O)c(Oc3ccccc3OC)coc12
→ -19% | -10
- COCCn1c(SCC(=O)Nc2sccc2C(N)=O)nc2cc(Cl)ccc2c1=O
→ u | x
- COc1ccc2ccc(OC)c(/C=N/n3cnnc3)c2c1
→ -4% | -15
- COc1ccccc1-c1coc2c(CN3CCCC(C)C3)c(O)ccc2c1=O (stereo not given)
→ -17% | -43
- O=C(NCCO)c1ccc(-c2nnc(N3CCOCC3)c3ccccc23)cc1
→ u | x
- Cc1ccccc1-n1c(=O)cc(N2CC(C)OC(C)C2)[nH]c1=O (stereo not given)
→ u | x
- C=CCN1C(=O)c2oc3ccccc3c(=O)c2C1c1ccc(O)c(OC)c1 (stereo not given)
→ 17%[9.22 µM] | x
- CCC(Sc1nc2ccccc2c(=O)n1CC1CCCO1)C(=O)NCc1cccnc1 (stereo not given)
→ 9% | -12
- CCOC(=O)C(=O)Cc1nc2ccccc2s1
→ -6% | 18
- N#CCc1ccc(NC(=O)/C=C/c2ccc([N+](=O)[O-])o2)cc1
→ u | x
- O=c1cccc2c1c1cc[nH]c3ccc(=O)n2c31
→ 7% | -1
- O=C(Nc1cccc(-n2cnnn2)c1)c1cc(Cl)ccc1Cl
→ u | x
- O=C(Nc1ccc(-c2n[nH]c(=S)o2)cc1)c1ccccc1Br
→ u | x
- COC(=O)c1nccnc1C(=O)Nc1ccccc1N1CCOCC1
→ u | x
- [O-][n+]1onc2c1CCC1N(O)C(c3ccccc3)CC21O (stereo not given)
→ u | x
- O=C(Cc1cccs1)N/N=C/c1ccccn1
→ 1% | 5
- O=C(COC(=O)/C=C/c1ccc(Cl)cc1)NC1CCCC1
→ u | x

# The final 3 compounds of the section above lead into the next.
# Each structure is followed by: S3 lipid droplet | S3 lipid droplet cell count max
- [O-][n+]1onc2c1CCC1N(O)C(c3ccccc3)CC21O (stereo not given)
→ u | x
- O=C(Cc1cccs1)N/N=C/c1ccccn1
→ 1% | 5
- O=C(COC(=O)/C=C/c1ccc(Cl)cc1)NC1CCCC1
→ u | x
- COC(=O)c1c(C)oc2ccc(NS(=O)(=O)c3cccs3)cc12
→ u | x
- CC(OC(=O)c1cccs1)C(=O)Nc1nc(-c2ccccc2)cs1 (stereo not given)
→ u | x
- O=C1CNC(=S)N1Cc1cccc(Cl)c1
→ 6% | 22
- O=C(NC1CCCC1)c1cccc(NC(=O)c2ccco2)c1
→ u | x
- COc1cccc(C(=O)Nc2ccc3c(c2)C(=O)NC3=O)c1
→ u | x
- CC(C)CNC(=O)c1cccc(NC(=O)c2ccco2)c1
→ u | x
- COc1ccc(C(N)=O)cc1NC(=O)c1cccc(F)c1
→ u | x
- CCc1nnc(NC(=O)c2ccc(COc3cccc(C)c3)o2)s1
→ i | 3
- COc1cccc(-n2c(C)cc(/C=C3\C(=N)N4N=C(CC(=O)N5CCOCC5)SC4=NC3=O)c2C)c1
→ u | x
- CCc1cc2c(=O)n(CCC(C)C)c(=S)[nH]c2s1
→ u | x
- COc1ccc(CCNC(=O)CSc2nnc3ccc(-c4ccccn4)nn23)cc1
→ -2%[0.0737 µM] | -6
- CC(C)(C)c1ccc(C(=O)NCCOc2ccccc2F)cc1
→ u | x
- CCN(C(=O)CSc1nnc(COc2cccc(C)c2)o1)c1nc(C)cs1
→ u | x
- Cc1noc(C)c1S(=O)(=O)NCc1cccc(Cl)c1
→ u | x
- CCOCCn1c(CN2CCCC(C)C2)nc2c1c(=O)n(C)c(=O)n2C (stereo not given)
→ -2% | -5
- CC(=O)c1ccc(NC(=O)CCC(=O)OCC(=O)c2cccc([N+](=O)[O-])c2)cc1
→ u | x
- CC(C)c1[nH]nc2c1C(C(C)C)C(C#N)=C(N)O2 (stereo not given)
→ u | x
- Cc1ccc(NC(=O)c2cc(C)n(-c3cccc(C)c3)c2C)cc1
→ u | x
- O=C(c1n[nH]c(=O)c2ccccc12)N1CCN(c2ccccc2Cl)CC1
→ u | x
- Cc1ccc(-c2nnc(SCC(=O)NC3CC3)o2)cc1
→ 29µM* | 10*
- O=C(NCC1CCCO1)C1CCN(CC2CCCCC2)CC1 (stereo not given)
→ 5% | 6
- CC(C)CC(=O)NC(=S)Nc1ccc(Cl)cn1
→ 0% | 2
- COc1cc(C(C)=O)ccc1OCC(=O)Nc1ccccc1N1CCCC1
→ u | x
- CCOC(=O)Cc1cc(=O)n2[nH]c(-c3ccc(Cl)cc3)cc2n1
→ u | x
- Cc1ccc(N(CC(=O)NCC2CCCO2)C(=O)Cn2nnc(-c3cccs3)n2)cc1 (stereo not given)
→ 5% | 21
- CN(CC(=O)Nc1ccccc1N1CCOCC1)S(=O)(=O)c1ccc(F)cc1
→ 1% | -7
- CNC(C)C(=O)NC(C(=O)N1CCCC1C(=O)Nc1ccc2ncccc2c1)C(C)C (stereo not given)
→ u | x
- Cc1ccc(OCc2cccc(S(=O)(=O)N(C)C)c2)c([N+](=O)[O-])n1
→ u | x
- COc1ccc(/C=N/n2nnnc2N)cc1OC
→ 8% | 8
- O=C(CCCn1c(SCC(=O)NC2CCCCC2)nc2ccccc2c1=O)NCC1CCCO1 (stereo not given)
→ u | x
- O=C(NCC(=O)N1CCN(S(=O)(=O)c2ccccc2C(F)(F)F)CC1)c1sc2ccccc2c1Cl
→ i | -17
- CCOC(=O)N1CCN(c2ccc3nnnn3n2)CC1
→ u | x
- CCOc1ccc(CC2S/C(=N/c3ccccn3)NC2=O)cc1 (stereo not given)
→ u | x
- O=C(Nc1nnc(COc2ccc(Br)cc2)s1)c1ccco1
→ u | x
- CC(NC(=O)/C=C/c1ccccc1)c1ccccc1 (stereo not given)
→ -1% | 14
- O=C(CCC(=O)N1CCOCC1)Nc1ccc(Cl)c(Cl)c1
→ u | x
- CSc1nccc(N2CCN(c3ccc(F)cc3)CC2)n1
→ u | x
- CC(C)(C)c1cc(OS(C)(=O)=O)ccc1O
→ 9% | -1
- Cc1ccc(NC(=O)Nc2ccccc2)c(Br)c1
→ -8% | -17
- COc1ccc2nc(NC(=O)c3ccccc3-c3ccccc3C(=O)O)sc2c1
→ -5% | -18
- Cc1nc2nc(SCc3ccccc3)nn2c(C)c1C
→ u | x
- COc1ccc(-c2nnn(CC(=O)N(C3CCCC3)C(C)C(=O)NC3CCCC3)n2)cc1OC (stereo not given)
→ 14% | -19
- O=C(O)COc1ccccc1/C=N/NC(=O)CSc1nnc(SCc2ccc(Cl)cc2)s1
→ u | x
- CC(=O)c1ccc(-n2c(-c3cc(-c4ccco4)[nH]n3)n[nH]c2=S)cc1
→ u | x
- CCCCn1c(SCC(=O)Nc2ccc3c(c2)OCCO3)nnc1C(CC)N(C)C (stereo not given)
→ u | x
- Cn1[nH]c(C(F)(F)F)c(C=NCc2ccc(Cl)cc2)c1=O
→ -32% | -25
- CC1CCCCN1C(=O)CCC(=O)Nc1nnc(C(F)(F)F)s1 (stereo not given)
→ -3% | 6
- O=C(Nc1ccc(S(=O)(=O)N2CCCC2)cc1)c1ccc(CN2CCOCC2)cc1
→ -13% | 1
- Cc1ccc(NC(=O)Nc2ccc3c(c2)nc(C)n3C)cc1C
→ i | -23
- S=C(Nc1cccnc1)NC1CCCCCCC1
→ 15% | 0
- CC(C)Oc1ccc(S(=O)(=O)N2CCCCC2)cc1NC(=O)C1=COCCO1
→ 9% | 4
- CN(CC(=O)OCC(=O)NCc1ccccc1)S(=O)(=O)c1ccc(Cl)cc1
→ -3% | -1
- Cc1ccc(C)c(N2CCN(C(=O)c3ccc(Cn4c(=O)[nH]c5ccccc5c4=O)cc3)CC2)c1
→ -15% | x
- CCOc1cccc(N(C(=O)CNC(=O)c2ccco2)C(C(=O)NCC2CCCO2)c2ccccc2)c1 (stereo not given)
→ u | x
- CCCCOC(=O)c1ccc(NC(=O)C(=O)NCCN(C)C)cc1
→ -1% | 15
- CCCCNC(=O)C1CCCNC1=O (stereo not given)
→ u | x
- N#Cc1ccc(/C=C/C(=O)c2ccc3c(c2)OCO3)cc1
→ 8% | -1
- COC(=O)C(O)(CC(=O)Nc1ccc(C)c(F)c1)C(F)(F)F (stereo not given)
→ -1% | 19
- CC(=O)Nc1ccc(/C=N/Nc2nc3ccccc3[nH]2)cc1
→ u | x
- Clc1ccccc1OCCn1nnc2ccccc21
→ u | x

# Carrying on.
# Each structure is followed by: S3 lipid droplet | S3 lipid droplet cell count max
- Cc1ccc(C2CC(=O)C(C=NCCN3CCN(CC(=O)Nc4cc(C)cc(C)c4)CC3)=C(O)C2)cc1 (stereo not given)
→ u | x
- CC(C(=O)N/N=C/c1ccc(N(C)C)c(Br)c1)N(c1ccccc1)S(C)(=O)=O (stereo not given)
→ u | x
- CCOc1ccc(-n2c(SCC(=O)c3c(N)n(C)c(=O)n(C)c3=O)nnc2-c2cccnc2)cc1
→ i | 3
- Cc1ccc(C)c(N2C(=O)CC(N3CCN(Cc4ccc5c(c4)OCO5)CC3)C2=O)c1 (stereo not given)
→ -12% | -5
- Cc1ccc(S(=O)(=O)N/N=C2/CC(c3ccccc3)Oc3ccccc32)cc1 (stereo not given)
→ 8% | -4
- COc1ccccc1-c1nn(-c2ccccc2)cc1C(=O)NCC(c1ccco1)N1CCCC1 (stereo not given)
→ -19% | -6
- O=[N+]([O-])c1ccc(/C=N/N=C/c2ccc([N+](=O)[O-])o2)o1
→ 14% | 22
- O=C(CCCN1C(=O)c2ccccc2C1=O)Nc1nc2ccccc2[nH]1
→ u | x
- CN(C)c1ccc(CNC23CN4CN(CN(C4)C2)C3)cc1
→ i | x
- O=C(NCCCO)C(=O)NCc1ccccn1
→ 1% | -9
- N=C(N)SCc1nc2ccccc2c(=O)n1-c1ccccc1Cl
→ u | x
- Cc1cc2nc3n(c2cc1C)CC1CC(C(=O)NCc2cccc(C(F)(F)F)c2)N(C)C31 (stereo not given)
→ u | x
- Cc1ccc(N2CC(C(=O)NNC(=O)c3ccc(F)cc3)CC2=O)cc1 (stereo not given)
→ u | x
- COc1ccc(-c2nnnn2C(C)C)cc1S(=O)(=O)Nc1ccccc1
→ -9% | 20
- Cc1cc(=O)c2n(Cc3ccc(Cl)cc3)nc[n+]2[nH]1
→ u | x
- COC(=O)c1ccccc1NC(=S)NC(=O)COc1ccccc1
→ i | x
- Nc1nnc(CC(=O)N/N=C\c2cc([N+](=O)[O-])ccc2O)s1
→ -2% | 12
- CCc1ccc(NC2=CC(=O)CC(C)(C)C2)cc1
→ 16µM* | -11*
- O=C(c1ccc2ncsc2c1)N1CCCCC1
→ i | -13
- COc1ccc(NC(=O)CC2C(=O)NCCN2C(=O)c2ccc(Cl)cc2)cc1 (stereo not given)
→ -17% | -1
- CCc1ccc(/C=C/C(=O)c2cc(Br)ccc(=O)c2O)cc1
→ u | x
- c1ccc(Cn2cc(CSc3ccccc3)nn2)cc1
→ 25% | 5
- O=S(=O)(Nc1cccc2ncccc12)c1cccs1
→ u | x
- COCCn1c(SCc2ccccc2)nc2c1c(=O)[nH]c(=O)n2C
→ 12% | -5
- OCc1c[nH]c(=S)n1CCOc1cccc(C(F)(F)F)c1
→ 0% | 8
- O=C(Nc1ccc(N2CCCC2)c(Cl)c1)c1ccc(Br)o1
→ u | x
- CSC1=C(C#N)C(c2ccc(C(C)C)cc2)CC(=O)N1 (stereo not given)
→ -7% | 4
- CC1CCCC(NC(=O)Cc2ccc(Br)cc2)C1C (stereo not given)
→ -6% | -23
- Cc1ccc(C(=O)NCCc2nnc3c(C(F)(F)F)cc(Cl)cn23)o1
→ 12% | 1
- CCc1ccc(C(=O)COC(=O)CNC(=O)c2cccs2)cc1
→ u | x
- O=C(O)CCc1nn2c3ccccc3n(CCO)c2nc1=O
→ 1% | x
- O=C(COc1ccc([N+](=O)[O-])cc1)Nc1ccc(S(=O)(=O)N2CCOCC2)cc1
→ u | x
- CN(C)CCCC(=O)c1ccc2c(c1)OCO2
→ u | x
- COc1ccc(CCNC(=O)CSc2ccc(Br)cc2)cc1OC
→ 17% | 26
- O=C(COC(=O)c1nc(Cl)c(Cl)c(Cl)c1Cl)c1ccc[nH]1
→ u | x

# Profiles as entered above. Screens in order: S3 lipid droplet | S3 lipid droplet cell count max
# Results for CCn1nccc1C(=O)Nc1cccc(C)c1C → u | x
# Results for CCOC(=O)C(=O)Cc1nc2ccccc2s1 → -6% | 18

# Screening data deposited in PubChem BioAssay by National Center for Advancing Translational Sciences (NCATS).
